Source: PubChem BioAssay (National Center for Advancing Translational Sciences (NCATS))
FBPA Giardia inh = blocks Giardia fructose-bisphosphate aldolase activity. A8B2U2. purified Giardia FBPA. Potency, µM (series often up to 59.6 µM), without a hit: at the top dose activity, negative = inhibition, most hits filed as inhibitors. AID 2451. 290,000 compounds, 0.71% hits; also: potency is read from the fitted curve at half-maximal effect; % is scaled to controls: 0 for no effect and ±100 for the full control effect; nearly all actives have a fitted effect of over 55% in size
Target sequence (A8B2U2 whole entry, looked up): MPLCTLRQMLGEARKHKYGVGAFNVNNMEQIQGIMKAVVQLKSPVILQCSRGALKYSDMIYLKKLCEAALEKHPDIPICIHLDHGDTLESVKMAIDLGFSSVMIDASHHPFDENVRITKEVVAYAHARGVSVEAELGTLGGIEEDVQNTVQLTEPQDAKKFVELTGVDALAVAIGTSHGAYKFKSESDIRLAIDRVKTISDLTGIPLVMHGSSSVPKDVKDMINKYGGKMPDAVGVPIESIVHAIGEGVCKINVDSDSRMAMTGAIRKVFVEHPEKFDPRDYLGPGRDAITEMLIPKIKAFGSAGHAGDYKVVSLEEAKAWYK
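Giardia FBPA (40 nM reagent) was preincubated 10 min at RT with compound (up to 57.5 uM final), then substrate plus GAPDH/TPI/NAD/arsenate coupling system with diaphorase/resazurin was added; resorufin fluorescence (525/598 nm) was read after 20 min.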
Shiga toxin inh = Shiga toxin inhibition. Vero cells, Shiga toxin protein synthesis inhibition reporter. inhibition, % at 38.7 µM. 290,000 compounds, 9.2% hits; in the data active = inhibition mostly above about 28%, no sharp cut-off; inactive = mostly below about 43%; also: 0% is about no effect
Cycloheximide cs = counter-screen hit for Shiga toxin inhibitors, cycloheximide; cell reporter, cycloheximide protein synthesis inhibition counterscreen; AID 2314; max response, %; 300,000 compounds, 12% hits; in the data active = max response mostly above about 13%, no sharp cut-off; inactive = mostly below about 14%; also: read at 38.3 µM for the half of the compounds with a filed dose; 0% is about no effect
AmpC no deterg = AmpC beta-lactamase inhibition without detergent; AID 485341; P00811; Potency, µM (series often up to 57.1 µM), for the others: at the top dose activity change, negative = inhibition, most hits filed as inhibitors; 330,000 compounds, 0.52% hits; AmpC nitrocefin hydrolysis, absorbance 480 nm, 0.0001% Triton;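 also: potency is read from the fitted curve at half-maximal effect; plate controls were no compound for no effect and no enzyme for full effect; nearly all actives have a fitted effect of over 20% in size; some results filed as inactive show a strong effect at the top dose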
Target sequence (P00811 whole entry, looked up): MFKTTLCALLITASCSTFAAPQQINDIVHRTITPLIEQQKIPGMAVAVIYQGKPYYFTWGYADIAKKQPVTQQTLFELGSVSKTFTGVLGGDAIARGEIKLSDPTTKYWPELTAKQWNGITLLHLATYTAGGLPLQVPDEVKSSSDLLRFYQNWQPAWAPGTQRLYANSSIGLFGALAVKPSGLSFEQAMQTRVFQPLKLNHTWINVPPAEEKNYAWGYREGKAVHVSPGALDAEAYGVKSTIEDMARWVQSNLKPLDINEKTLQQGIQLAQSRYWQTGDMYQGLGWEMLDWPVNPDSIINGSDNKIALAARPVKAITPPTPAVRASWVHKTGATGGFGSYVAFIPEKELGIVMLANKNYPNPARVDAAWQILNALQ
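20 mM phosphate pH 7.0 + 0.01% (detergent screen) or 0.0001% Triton X-100; 5.3 nM AmpC reagent; cpd preinc 15 min RT; nitrocefin (800 uM stock) to start; A480 q20 s × 4 min; Activity was normalised to no-enzyme and no-compound control wells.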
AMA1 RON2 block = disrupts binding of P. falciparum AMA1 to RON2. AlphaScreen AMA1-biotinylated RON2 peptide binding. 360,000 compounds, 0.2% hits. Potency, µM (series often up to 58.2 µM), for the others: at the top dose activity change, negative = inhibition, most hits filed as inhibitors. AID 720542;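 also: potency is read from the fitted curve at half-maximal effect; 0% = vehicle wells and -100% = peptide control; nearly all actives have a fitted effect of over 45% in size; some results filed as inactive show a strong effect at the top dose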
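AMA1 (3D7) with his tag at 25 nM final met compounds first, then biotinylated RON2 peptide at 25 nM; detection used donor plus acceptor beads, 10 µg/mL apiece, read by AlphaScreen after 30 min at room temperature.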
HCMV antiviral = inhibitors of human cytomegalovirus; HFF cells, HCMV-luciferase reporter, 72 h; hits give low values; activity change, negative = inhibition, % at 57.5 µM; 410,000 compounds, 4.5% hits; AID 1259415; in the data active = activity change below about -60%; inconclusive = no clear call, values can overlap the other calls; inactive = above about -39%; also: % is scaled to controls: 0 for no effect and ±100 for the full control effect
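Screen run at 2 compound doses on HFFs infected with reporter HCMV, MOI 1 PFU/cell. Luciferase activity from cell lysates at 72 h post infection gave inhibition relative to buffer-only and Salinomycin wells.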
AmpC detergent = inhibitors of E. coli AmpC beta-lactamase with detergent; P00811; AmpC hydrolysis of nitrocefin, absorbance 480 nm, 0.01% Triton; Potency, µM (top dose mostly 114 µM), for inactives: at the highest dose activity change, negative = inhibition, most hits filed as inhibitors; 370,000 compounds, 0.041% hits;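 also: potency is read from the fitted curve at half-maximal effect; 0% = no-compound wells and -100% = no-enzyme wells; nearly all actives have a fitted effect of over 25% in size; some results filed as inactive show a strong effect at the top dose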
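20 mM phosphate pH 7.0 + 0.01% (detergent screen) or 0.0001% Triton X-100; 5.3 nM AmpC reagent; cpd preinc 15 min RT; nitrocefin (800 uM stock) to start; A480 q20 s × 4 min; Activity was normalised to no-enzyme and no-compound control wells.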
Starred values were filed as active, the others as inactive; i = inactive; ? = inconclusive; nt = no result given; & = joins results of further samples; [ ] = remark or other dose. Unless noted, calls follow the shape of the dose curve; as a rule, active = well fitted curve in the direction sought with a large enough effect; inconclusive = small, poorly fitted or top-dose-only effect, or another doubt; inactive = no such curve, though single readings can be large; an effect the other way counts as inactive or inconclusive.

SMILES	FBPA Giardia inh	Shiga toxin inh	Cycloheximide cs	AmpC no deterg	AMA1 RON2 block	HCMV antiviral	AmpC detergent
Cc1nc2cc(NC(=O)Nc3cccc([N+](=O)[O-])c3)ccc2n1C	8%	nt	46*	-37%	-4%	105	?
CC1CCCCC12NC(=O)N(CC(=O)N1CCN(C(=O)c3ccco3)CC1)C2=O (stereo not drawn)	nt	nt	nt	-2%	-9%	-1	4%
CC1(C(=O)NCCCNc2ncc(C(F)(F)F)cc2Cl)C=CCN1C(=O)c1ccccc1 (stereo not drawn)	-1%	15	16	128%[activator]	-3%	2	-7%
CC1(c2cccc(Br)c2)NC(=O)N(CC(=O)N2CCN(C(=O)c3ccco3)CC2)C1=O (stereo not drawn)	nt	nt	nt	117%[activator]	-7%	-9	3%
COC(=O)CSC1=C(C#N)C(c2cccc(F)c2)CC(=O)N1 (stereo not drawn)	1%	-34	-1	-10%	-6%	11	-12%
Cc1ccc(Nc2ncccc2C(=O)NCc2cccs2)c(C)c1	-8%	40	7	-30%	-20%	1	-3%
COc1ccc(NC(=O)CN(C)S(=O)(=O)c2ccc(C)cc2)c([N+](=O)[O-])c1	-2%	-35	0	-14%	-6%	-15	-5%
COc1ccc(CN2CCN(C(=O)c3ccc4c(c3)CCC4)CC2)cc1OC	nt	nt	nt	54%	-1%	-23	nt
Cc1oc(/N=C/c2ccc(Cl)cc2Cl)c(C#N)c1C	-3%	24	-5	-25%	-17%	-5	?
CN(C)c1ccc(C(=O)N/N=C/C23CC[C@@H](O)CC2(O)CC[C@@H]2[C@@H]3CCC3(C)C(C4=CC(=O)OC4)CCC23O)cc1 (stereo partly drawn)	2%	-33	-6	70%[activator]	3%	-99*	6%
COC(=O)Nc1nnc(/C=C/c2ccc(OC)cc2)s1	0%	96*	58*	-20%	7%	5	-2%
COc1ccccc1CN1CCN(Cc2nc(Cc3ccccc3)no2)CC1	2%	-7	0	78%[activator]	-7%	12	4%
Cc1ccsc1C(=O)OCC(=O)NC1CCCCC1C (stereo not drawn)	nt	nt	nt	-18%	-4%	-12	-17%
COc1ccc2oc(C(=O)OCC(=O)NC3CC3)c(C)c2c1	nt	16	9	4%	-13%	12	5%
C1CCC(n2nnnc2CN2CCCC2)CC1	5%	21	10	-20%	-3%	-28	0%
C=CCNCC(=O)Nc1sc2c(c1C(=O)Nc1ccc(OC)cc1OC)CCC2	0%	9	-4	-15%	58%[activator]	0	2%
CCOc1ccc(CC(=O)Nc2ccc(NC(=O)c3ccco3)cc2)cc1OCC	6%	38	14	9%	4%	0	14%
COc1ccc(OC)c(-n2c(N)c(C(=O)NCC3CCCO3)c3nc4ccccc4nc32)c1 (stereo not drawn)	-16%	-18	-3	185%[activator]	78%[activator]	-17	1%
Cc1ccc(Cn2c(=O)n(CCC(=O)NCc3ccc4c(c3)OCO4)c(=O)c3ccccc32)cc1	1%	-6	-3	-31%	-17%	-7	-7%
Fc1ccc(CSc2nnc(-c3cccnc3)o2)cc1	0%	31	17*	-5%	13%	0	6%
O=C(COC(=O)c1ccc(F)cc1)NC1CC1	nt	nt	nt	-8%	-2%	-11	-5%
O=C(Cn1cnc2ccccc2c1=O)c1c[nH]c2ccccc12	8%	-4	3	-15%	3%	43	-3%
O=C(COC(=O)CNS(=O)(=O)c1ccc(F)c(F)c1F)NC1CCCC1	nt	nt	nt	-7%	-4%	-10	-2%
CC1=C[C@@H]2c3cccc4[nH]cc(c34)C[C@H]2N(C)C1	-3%	-8	-1	-17%	-9%	-12	?
CC(C)c1ccc(CN2CCN(C(=O)CCl)CC2)cc1	-13%	10	3	-8%	15%	-69*	-8%
Cc1ccc(C(=O)NC(=S)Nc2ccc3[nH]c(=O)[nH]c3c2)cc1	-11%	-13	-2	-3%	-20%[2.32 µM]	23	?
CCOc1ccccc1N(CC(=O)Nc1ccc(OC)c(OC)c1)S(=O)(=O)c1ccccc1	-1%	-19	0	33%	0%	-19	2%
COC(=O)CC(CP(=O)(O)CN(C)C=O)C(=O)OC (stereo not drawn)	-2%	13	-2	-13%	-1%	1	7%
O=[N+]([O-])c1ccc(NCc2ccccc2)nc1	-3%	56*	55*	-21%	-4%	-34	?
Nn1cnc2sc3c(c2c1=O)CCC3	-5%	-11	1	-13%	-9%	-35	-6%
CC(=O)C(Sc1nnnn1-c1ccccc1)C(C)=O	19%	-2	8	-10%	1%	13	8%
Cn1c(=O)c2c(ncn2CC(=O)N2CCN(c3ccc([N+](=O)[O-])cc3)CC2)n(C)c1=O	1%	21	-1	3%	14%	47	3%
COc1ccc(/C=N/NC(=O)CN2CCS(=O)(=O)CC2)cc1	-4%	-9	-4	-16%	4%	56	-1%
Cc1ccsc1/C=N/NC(=O)c1ccc2nc[nH]c2c1	0%	32*	21*	-21%	15%	22	-9%
O=C(O)CCCCCN1C(=O)/C(=C\c2cn(-c3ccccc3)nc2-c2cccs2)SC1=S	15%	-9	-1	-49%	0%	-39	4%
N/C(=N\OC(=O)C1CCCCC1)c1ccccn1	-1%	86*	31*	-8%	39%[activator]	81	-11%
CCn1c(C(=O)N2CCC(C(=O)NCc3ccc4c(c3)OCO4)CC2)cc2sccc21	0%	-13	7	97%[activator]	-9%	6	?
CC(C)CN(CCNC(=O)CN1C(=O)CSc2ccc(S(=O)(=O)N3CCOCC3)cc21)CC(C)C	-2%	-7	-4	2%	-3%	-15&-15	4%&6%
COc1cc(/C=N/n2cnnc2)ccc1OS(=O)(=O)c1ccccc1[N+](=O)[O-]	1%	30	11	66%[activator]	-19%	61	4%
Cc1ccc(S(=O)(=O)c2nc(-c3ccccc3)oc2N2CCC(C(N)=O)CC2)cc1	-3%	11	-2	16%	-8%	70	-2%
CC(C)=C(NC(=O)c1ccccc1)C(=O)NC(Cc1ccccc1)C(=O)O (stereo not drawn)	-6%	-12	-5	-3%	1%	-27	?
COc1ccc(S(=O)(=O)N2CCOC2CNC(=O)C(=O)NCc2ccc(F)cc2)cc1 (stereo not drawn)	-5%	-3	-1	4%	14%	?	-7%
Cc1cc(Nc2cc(F)ccc2C)n2nc(C)nc2n1	1%	9	13	1%	0%	7	?
O=C(NNC(=O)c1ccc(Br)s1)c1csc(N2CCOCC2)n1	nt	nt	nt	-19%	59%[activator]	?	-3%
CCc1ccc(Sc2cc(C(=O)NCCN3CCOCC3)c3ccccc3n2)cc1	0%	-11	-4	209%[activator]	-12%[11.6 µM]	-37	-7%
CCCn1nc(C(=O)OCn2nnc3ccccc3c2=O)c2ccccc2c1=O	8%	-3	-2	-15%	13%	-30	-11%
Cc1ccc(Cn2nnnc2CN2CCC(NC(=O)c3ccccc3F)CC2)cc1	-4%	-22	-2	44%	2%	-20	-10%
CCN(CC)CCNc1nc2ccccc2n1C	-6%	-3	-1	-23%	54%[activator]	45	-1%

Taken from above:
Under AMA1 RON2 block, O=C(NNC(=O)c1ccc(Br)s1)c1csc(N2CCOCC2)n1 reads 59%[activator]
Under HCMV antiviral, Cc1cc(Nc2cc(F)ccc2C)n2nc(C)nc2n1 reads 7
Under HCMV antiviral, CC(C)=C(NC(=O)c1ccccc1)C(=O)NC(Cc1ccccc1)C(=O)O (stereo not drawn) reads -27
Under AMA1 RON2 block, COc1ccc(S(=O)(=O)N2CCOC2CNC(=O)C(=O)NCc2ccc(F)cc2)cc1 (stereo not drawn) reads 14%

Following part:
SMILES	FBPA Giardia inh	Shiga toxin inh	Cycloheximide cs	AmpC no deterg	AMA1 RON2 block	HCMV antiviral	AmpC detergent
Cc1ccc(N(C)S(=O)(=O)c2cccc(C(=O)Oc3ccc4c(C)cc(=O)oc4c3)c2)cc1	0%	-2	-3	-20%	20%	54	?
NC(N)=Nc1nc(CSCC/C(N)=N/S(N)(=O)=O)cs1	2%	-13	-3	-15%	70%[activator]	-3	0%
Cc1ccccc1C(=O)OCn1nnc2ccccc2c1=O	2%	-11	-2	-46%	6%	?	?
CCOC(=O)C1=C(C)c2ccccc2OC1(C)C(=O)OCC (stereo not drawn)	-9%[89.2 µM]	i	20	11%	8%	-8	nt
COc1ccc(CCNC(=O)CN2C(=O)CCSc3ccccc32)c(OC)c1	3%	-7	-2	40%	-3%	-33	?
N#CC1(NC(=O)COC(=O)c2cccc(-n3cnnn3)c2)CCCCC1	nt	nt	nt	-26%	-3%	-29	?
O=C(NCc1ccccc1)c1nc(S(=O)(=O)Cc2ccccc2)ncc1Cl	nt	48	27*	-20%	-5%	-78*	-3%&-7%
CCN(CC(=O)Nc1ccc(Br)cc1)CC(=O)Nc1cc(C)on1	nt	nt	nt	1%	16%	-15	0%
Cc1cc2nc(-c3ccc(SCc4ccc(C#N)cc4)nc3)[nH]c2cc1C	-6%	20	15	-57%	1%	?	?
Cc1[nH]c2ccccc2c1C(=O)CN1C(=O)C(=O)N(C2CCCC2)C1=O	-2%	-1	-2	-20%	8%	-12	3%
Cc1ccc2cc(CN(CC3CCCO3)C(=S)NCc3ccco3)c(=O)[nH]c2c1C (stereo not drawn)	-7%	-10	-1	105%[activator]	13%	-63*	0%
CC(C)CN1C(=O)C(=O)N(CC(=O)N2CCC(Cc3ccccc3)CC2)C1=O	10%	9	3	-6%[11.4 µM]	10%	-8	0%
O=c1cnnc(Nc2cccc(F)c2)[nH]1	1%	12	-3	-18%	-8%	31	6%
CN1CC(C(=O)c2ccc(Cl)cc2)C(c2ccc(Cl)cc2Cl)C1 (stereo not drawn)	-8%	-1	-3	80%[activator]	32µM*	?	11%
Cc1cc(N)ccc1-n1c(C)ccc1C	?	-3	5	-1%	-5%	-7	-11%
CCc1cc2c(CN3CCN(CCO)CC3)cc(=O)oc2cc1O	20%	20	2	-8%	24%	14	0%
CC(=O)N=c1n(C)c2ccccc2n1CCOc1ccccc1	2%	7	1	-11%	9%	34	?
Cc1ccc(SC/C(O)=C(\C#N)c2nc3ccccc3n2C)cc1	-5%	-13	6	-31%	94%[activator]	2	?
COc1ccccc1N1CCN(C2CCCC(C)C2)CC1 (stereo not drawn)	-3%	-10	-5	-8%	-8%	?	?
COC(=O)c1ccc(NC(=O)NC(=O)Oc2ccccc2)cc1	nt	nt	nt	-6%	0%	0	?
C/C=C/c1ccc(OCCOCCNCc2ccccc2)c(OC)c1	?	nt	-2	55%	-4%	-1	-7%
CC(C)N1C(=S)SC(C)(C)C1NO (stereo not drawn)	-16%	-9	-2	-16%	-2%	27	-6%
O=C1c2ccccc2CCC12N=NCC2c1ccccc1 (stereo not drawn)	-9%	-3	0	-17%	1%	-5	?
CCOC(=O)Cn1nc(C)n(-c2ccc(C(C)C)cc2)c1=O	5%	-12	-5	-9%	20%	-37	0%

Some entries already given, reduced to Cycloheximide cs:
structure,Cycloheximide cs
CC(C)N1C(=S)SC(C)(C)C1NO (stereo not drawn),-2
O=C1c2ccccc2CCC12N=NCC2c1ccccc1 (stereo not drawn),0
